PP1 counter: PP1-alpha phosphatase inhibitors, primary screen, counter-screen for PP5 inhibitor project, biochemical, fluorescence, OMFP substrate, single point; purified PP1alpha; Serine/threonine-protein phosphatase PP1-alpha catalytic subunit (Homo sapiens), P62136; 0.9% of 320,000 active; inhibition, % at 6.7 µM;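 active = inhibition above the mean inhibition of all tested compounds plus 3 SD, computed separately for each screening campaign, cut at about 15% in these data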
Target sequence (P62136 whole entry, looked up): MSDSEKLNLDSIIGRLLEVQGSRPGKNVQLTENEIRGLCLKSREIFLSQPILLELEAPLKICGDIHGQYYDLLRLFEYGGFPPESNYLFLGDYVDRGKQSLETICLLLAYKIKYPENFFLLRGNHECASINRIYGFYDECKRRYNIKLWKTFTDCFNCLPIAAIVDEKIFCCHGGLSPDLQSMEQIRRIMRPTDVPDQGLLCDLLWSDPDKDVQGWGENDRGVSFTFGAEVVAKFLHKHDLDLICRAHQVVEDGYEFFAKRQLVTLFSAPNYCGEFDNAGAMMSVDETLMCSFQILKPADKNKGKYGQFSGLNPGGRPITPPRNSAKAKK
EBNA-1 inh: EBNA-1 DNA-binding inhibitors, primary screen, biochemical, fluorescence polarization | inhibition, % at 14.8 µM | 0.34% of 300,000 active | AID 1950, 2009; in the data active = inhibition above about 28%
Efflux pump mplx: inhibitors of Candida efflux pumps in yeast, primary screen, S. cerevisiae, Nile Red, multiplex | S. cerevisiae Candida pump triplex | inhibition, % at 10 µM | 0.44% of 330,000 active;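 active = plate passing quality check with inhibition over a set limit, or well fluorescence over plate mean plus 4 SD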;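 also: Nile Red retained in pooled yeast measured as flow cytometry median fluorescence; 0% = buffer negative control and 100% = Enniatin B positive control; higher means more Nile Red kept so more efflux inhibition; some compounds called inactive have numbers as strong as hits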
PREPL inh: PREPL enzyme inhibitors, primary screen, biochemical, fluorescence polarization | Prolyl endopeptidase-like (Homo sapiens), Q4J6C6 | recombinant PREPL, fluorescence polarization activity-based probe | inhibition, % at 5.96 µM | 0.68% of 320,000 active; in the data active = inhibition above about 43%;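 also: 0% = enzyme with DMSO and 100% = wells lacking enzyme; many of its hits are not listed in these tables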
PP5 inh: PP5 phosphatase inhibitors, primary screen, biochemical, fluorescence | Serine/threonine-protein phosphatase 5 (Homo sapiens), P53041 | purified PP5c, OMFP substrate fluorescence | inhibition, % at 6.7 µM | 0.18% of 320,000 active | AID 1987, 2009;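 active = inhibition above the campaign's mean inhibition across all tested compounds plus 3 SD, cut at about 9.5% in these data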;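 also: 0% = DMSO only and 100% = 100 µM cantharidin control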
Target sequence (P53041 whole entry, looked up): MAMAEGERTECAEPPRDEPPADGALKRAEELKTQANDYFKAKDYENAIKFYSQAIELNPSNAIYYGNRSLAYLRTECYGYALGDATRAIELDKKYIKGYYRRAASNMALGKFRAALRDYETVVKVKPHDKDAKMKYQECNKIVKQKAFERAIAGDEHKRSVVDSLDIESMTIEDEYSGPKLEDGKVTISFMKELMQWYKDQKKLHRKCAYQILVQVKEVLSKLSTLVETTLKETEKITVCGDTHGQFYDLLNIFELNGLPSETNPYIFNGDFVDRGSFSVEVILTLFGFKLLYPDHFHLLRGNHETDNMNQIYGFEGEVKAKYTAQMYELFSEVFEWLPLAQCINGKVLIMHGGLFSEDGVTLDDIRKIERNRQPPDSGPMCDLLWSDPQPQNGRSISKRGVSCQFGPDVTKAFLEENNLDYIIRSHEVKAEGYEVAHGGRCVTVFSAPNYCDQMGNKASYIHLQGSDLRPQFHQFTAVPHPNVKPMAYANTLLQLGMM
CTSL1 counter: Fasciola hepatica cathepsin L1 inhibitors, primary screen, counter-screen for PFM18AAP inhibitor project, biochemical, QFRET, fluorogenic peptide substrate; inhibition, % at 5.96 µM; 0.49% of 300,000 active; AID 1906, 2009; recombinant F. hepatica cathepsin L1, Z-Leu-Arg-MCA fluorescence;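 active = inhibition above the mean of all tested compounds plus 3 SD, set per screening campaign, cut at about 17% in these data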;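 also: 0% = plate median of test compound wells and 100% = 1 µM Z-Phe-Ala-diazomethylketone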
ZTA DNA inh: blocks Epstein-Barr virus ZTA, an EBNA-1 counter-screen. P03206. ZTA-DNA binding, fluorescence polarization. inhibition, % at 11 µM. 0.15% of 320,000 active. AID 2234; in the data active = inhibition above about 33%
Target sequence (P03206 whole entry, looked up): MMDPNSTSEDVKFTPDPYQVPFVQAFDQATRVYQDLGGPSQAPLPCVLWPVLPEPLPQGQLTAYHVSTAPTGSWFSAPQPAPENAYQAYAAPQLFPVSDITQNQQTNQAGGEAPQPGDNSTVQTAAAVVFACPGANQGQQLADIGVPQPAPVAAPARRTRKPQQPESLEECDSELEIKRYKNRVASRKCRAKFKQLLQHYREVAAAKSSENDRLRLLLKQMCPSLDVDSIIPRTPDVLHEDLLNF
TPT1 inhibitor: Candida albicans TPT1 enzyme inhibitors, primary screen, biochemical, fluorescence polarization | 0.81% of 300,000 active | recombinant caTPT1, FP RNA substrate dephosphorylation | inhibition, % at 5 µM | AID 1962, 2009;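 active = inhibition above the mean of all tested compounds plus 3 SD, set per screening campaign, cut at about 24% in these data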;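 also: plate controls were DMSO alone for no effect and ferristatin control at 100 nM for full effect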
HCV core dimer: inhibitors of HCV core protein dimerization, primary screen, biochemical, TR-FRET, high-throughput | TR-FRET GST/Flag-core106 dimerization, 1536-well | inhibition, % at 5 µM | 0.33% of 300,000 active | AID 1899, 2009;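 active = inhibition above the mean of all tested compounds plus 3 SD, set per screening campaign, cut at about 45% in these data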
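Material: GST/Flag-tagged HCV core106 proteins. Incubation: 4 h, 22.5 °C incubation. Read-out basis: inhibition (%) from 671 over 617 nm ratio. Measured by: TR-FRET, excitation 340 nm, emission 617 and 671 nm.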
Starred values were filed as active, the others as inactive.

| mol | PP1 counter | EBNA-1 inh | Efflux pump mplx | PREPL inh | PP5 inh | CTSL1 counter | ZTA DNA inh | TPT1 inhibitor | HCV core dimer |
| --- | --- | --- | --- | --- | --- | --- | --- | --- | --- |
| Cc1cc(NC(=O)CSc2nnc(-c3cccnc3)n2N)no1 | 0 | -6 | -0.2 | 2 | -0.6 | -3 | 3 | -6 | 1 |
| Cc1ccc2nc(SCC(=O)Nc3ccc(Br)cc3)nc(=O)n2c1 | 5 | 0 | -0.2 | 7 | 0.3 | 2 | -5 | 3 | -1 |
| Cc1nc(C)c(CCNC(=O)c2ccccc2Br)s1 | -1 | -2 | -0.2 | 12 | -0.4 | 3 | -4 | 0 | -6 |
| O=C(CSc1nc(-c2ccccc2)cc(C(F)(F)F)n1)NCc1ccco1 | 6 | -4 | -0.1 | 1 | 4.6 | -1 | -10 | -7 | 0 |
| CN(Cc1ccccc1)C(=O)CCSc1nc(-c2ccc3c(c2)OCO3)cc(C(F)(F)F)n1 | 4 | -1 | 0.2 | -13 | 1.4 | 4 | 0 | -1 | 9 |
| CCN(CC)C(=S)NC(=O)c1ccc(OC)c(Br)c1 | -2 | -9 | 0.2 | 8 | -2.7 | 2 | -4 | 3 | -6 |
| O=C(CSc1nnc(NC(=O)C2CC(=O)N(c3ccccc3)C2)s1)NC1CCCC1 (centres undefined) | -2 | -2 | -0.1 | 6 | 0.2 | -8 | 1 | -5 | 6 |
| Cc1nn(CC(=O)NCCc2ccccc2)c(C)c1[N+](=O)[O-] | -1 | -4 | 0.6 | 5 | -0.5 | 1 | -5 | 2 | -5 |
| Cc1cc(-c2csc(NC(=O)c3ccccc3C(F)(F)F)n2)c(C)n1Cc1ccccc1 | 4 | 3 | 0.2 | 6 | -1.6 | -1 | 2 | 6 | 37 |
| COc1ccc(S(=O)(=O)N2CCC(O)(c3ccc(Cl)cc3)CC2)cc1OC | -6 | -9 | -0.1 | -77 | -0.2 | 0 | 17 | -3 | 1 |
| COc1ccc(N(CC(=O)NCc2ccco2)C(=O)CNS(=O)(=O)c2ccc(Cl)cc2)cc1 | -3 | -1 | -0.2 | -16 | 2.0 | -4 | -11 | -8 | 3 |
| Cc1cccc(C)c1N1CCN(S(=O)(=O)N(C)C)CC1 | -2 | -14 | 0.3 | -1 | 0.4 | 4 | -20 | -4 | 3 |
| CCN(C(=S)Nc1cccnc1)c1cccc2ccccc12 | -4 | 3 | -0.2 | 7 | 4.2 | 6 | 12 | -4 | 2 |
| CCc1cccc(C)c1NC(=O)CSc1nnc(-c2ccco2)n1N | -3 | 16 | 0.0 | -1 | -0.7 | -1 | 12 | 0 | 4 |
| CCC1(CC)C(=O)C2=C3C1[C@H](C(=O)OC)C=C(C(=O)OC)C[C@H]3[C@H]1C(=O)NC(=O)[C@H]1[C@H]2C (some centres undefined) | 2 | 8 | -0.1 | -2 | 3.5 | -1 | -12 | -5 | 1 |
| COc1cc(/C=C2/C(=N)N3C=CSC3=NC2=O)ccc1OCCCOc1ccccc1C | 4 | 0 | 0.2 | 11 | 1.2 | 2 | 5 | 0 | 9 |
| Cc1ccc(CSCC(=O)N(C)CC(=O)Nc2c(Cl)cccc2Cl)cc1 | -6 | 1 | 0.0 | 10 | 0.3 | -1 | 0 | -5 | 2 |
| COC(=O)CN1C(=O)N/C(=C/c2ccc(C)o2)C1=O | -2 | 12 | 0.0 | 17 | -0.9 | 2 | -12 | -17 | -7 |
| NC(=O)CCn1cnc2ccccc21 | -2 | 0 | -0.2 | 0 | -1.1 | -3 | 24 | -2 | -1 |
| CCCCOc1ccc(N2C(N)=NC(N)=NC23CCCCC3)cc1 | 1 | 1 | 0.9 | 21 | 0.0 | -2 | 1 | -2 | -2 |
| COc1ccc(NC(=O)c2[nH]ncc2[N+](=O)[O-])cc1 | 5 | -7 | 0.0 | 9 | -1.2 | 4 | 1 | 5 | 0 |
| CCc1ccc(-c2nc(CSCC(=O)N3CCN(c4ncccn4)CC3)c(C)o2)cc1 | 5 | 6 | 0.3 | 4 | 4.1 | -2 | 0 | -1 | 5 |
| CN(CC(=O)Nc1ccc(N2CCOCC2)cc1)CC(=O)Nc1ccc([N+](=O)[O-])cc1Br | -5 | -4 | 0.6 | 12 | 3.0 | -4 | -4 | 0 | 0 |
| COc1ccc(N(C)S(=O)(=O)c2cccc(C(=O)NCC3CCCO3)c2)cc1 (centres undefined) | -1 | -10 | 0.0 | -3 | 1.4 | 1 | -2 | 1 | -6 |
| O=C(CNC(=O)c1ccccc1)NCC1COc2ccccc2O1 (centres undefined) | -3 | -12 | 0.4 | 22 | 2.6 | 3 | -4 | 0 | 1 |
| COc1ccc(NC(=O)CCNC(=O)c2ccco2)cc1OC | 1 | 12 | -0.2 | 5 | -0.1 | -1 | -11 | -5 | -6 |
| Cc1ccc(C(=O)CSc2nc(C)cc(SCc3nnc(-c4ccccc4)o3)n2)cc1 | -1 | 28* | 0.0 | -19 | 4.7 | 2 | -6 | -4 | 15 |
| O=C(CSc1nnc(-c2cccnc2)n1Cc1ccco1)c1ccc(Cl)c(Cl)c1 | -3 | -4 | 0.8* | 5 | 2.0 | -3 | -2 | 12 | 12 |
| CCn1c(CNc2ccc(F)cc2)nnc1SCC(=O)Nc1ccc(OC)cc1OC | -7 | -2 | 0.1 | 15 | -2.2 | -1 | 4 | -4 | -6 |
| Cc1ccc(S(=O)(=O)c2cn(CC(=O)Nc3ccccc3)c3ccc(F)cc3c2=O)cc1 | -2 | -11 | 0.0 | 30 | 5.8 | -3 | 0 | -3 | 11 |
| O=C(Nc1ccc(N2CCOCC2)nc1)c1ccc(C(F)(F)F)cc1 | -5 | -1 | -0.1 | 1 | -2.5 | 2 | 12 | -1 | -3 |
| CC(CC(=O)O)CC(=O)Nc1cc([N+](=O)[O-])ccc1O (centres undefined) | -1 | 6 | -0.1 | 0 | 0.6 | -1 | 16 | -4 | 2 |
| N/C(=N\OC(=O)/C=C/c1ccccc1Cl)c1ccccn1 | -6 | -4 | 0.0 | 4 | -1.2 | -11 | -5 | -2 | 3 |
| O=C(Nc1ccc(Cl)c(Cl)c1)N1CCSCC1 | -1 | 4 | -0.1 | 4 | 0.0 | -1 | -8 | -2 | -8 |
| COCCCNc1nc2c(c(=O)n(Cc3cccc(Br)c3)c(=O)n2C)n1C | 0 | -1 | 0.0 | 26 | -0.7 | -1 | 0 | -1 | 6 |
| O=C(c1cc2c(s1)-c1ccccc1OC2)N1CCCC1 | -2 | -4 | -0.1 | -7 | 1.1 | 5 | -14 | -3 | 2 |
| CCOc1ccc(CCNC(=O)CS(=O)(=O)Cc2nc(-c3ccccc3F)oc2C)cc1 | 1 | -2 | 0.1 | -12 | 2.9 | -2 | -11 | -1 | 15 |
| Cc1occc1C(=O)N/N=C/C=C/c1ccccc1[N+](=O)[O-] | 2 | 2 | -0.5 | 3 | 4.2 | 2 | 7 | -3 | -2 |
| Cc1cccc(N2CCN(c3ccc(N4C(=O)CCCC4=O)cc3[N+](=O)[O-])CC2C)c1 (centres undefined) | -2 | -8 | 0.4 | 7 | 2.5 | -2 | 2 | 4 | -6 |
| O=C(Nc1ccsc1C(=O)O)c1ccc(Cl)cc1 | -1 | -13 | 0.0 | 2 | 0.4 | 4 | 8 | -2 | 7 |
| COc1ccccc1CNC(=O)COC(=O)c1ccccc1-c1ccccc1 | 6 | -16 | 0.1 | -8 | 3.8 | 9 | 0 | 1 | 4 |
| COc1ccc(C(=O)O)cc1S(=O)(=O)NC(C)(C)C | 0 | 8 | 0.0 | -6 | 1.8 | 2 | 5 | -3 | 1 |
| COc1ccc(CCC(=O)NCc2cnn(C)c2)cc1 | 0 | 9 | -0.1 | -2 | -1.8 | -2 | 3 | -2 | -4 |
| CCOc1ccc(NC(=O)CNC(=O)c2nn(-c3ccc(OC)c(OC)c3)c(=O)c3ccccc23)cc1 | 8 | 3 | 0.0 | 6 | 0.5 | 1 | -4 | 0 | -48 |
| O=C(NNC(=S)NC(=O)C12CC3CC(CC(C3)C1)C2)c1ccncc1 | 2 | -6 | -0.1 | 18 | 0.6 | -2 | 8 | 3 | -3 |
| NNc1nc(Nc2ccc([N+](=O)[O-])cc2)nc(N2CCCCCC2)n1 | 0 | -7 | 0.2 | 4 | 1.8 | -2 | 4 | 0 | 0 |
| COC(=O)c1sccc1NC(=O)/C=C/C(=O)O | -4 | -3 | -0.1 | 0 | 1.2 | 13 | -3 | 3 | -16 |
| O=C(Oc1ccc2cccc(OC(=O)N3CCOCC3)c2c1)N1CCOCC1 | -1 | -15 | 0.0 | 17 | 3.7 | 2 | 11 | 5 | 7 |
| Cc1ccc(OCCn2cnc3c2c(=O)n(C)c(=O)n3C)cc1 | 1 | 3 | 0.5 | 0 | 1.0 | 2 | -13 | -1 | 0 |
| O=C(Nc1ccccc1)c1ccc(Br)c(S(=O)(=O)Nc2cccnc2)c1 | 1 | -1 | 0.0 | 6 | 1.0 | -1 | 17 | 4 | -3 |

Next part.
| mol | PP1 counter | EBNA-1 inh | Efflux pump mplx | PREPL inh | PP5 inh | CTSL1 counter | ZTA DNA inh | TPT1 inhibitor | HCV core dimer |
| --- | --- | --- | --- | --- | --- | --- | --- | --- | --- |
| Cc1ccc(NCc2ccccc2F)cc1 | -3 | 3 | 0.0 | 6 | 1.5 | 4 | 1 | -1 | 0 |
| O=C(NCCCN1CCOCC1)c1ccc(CSCc2cccc(Cl)c2)o1 | -1 | -10 | 0.1 | 1 | 1.6 | -1 | 7 | -7 | 1 |
| COc1cccc(CC2(CO)CCCN(Cc3sc(N4CCCC4)nc3Cl)C2)c1 (centres undefined) | -1 | 0 | 0.0 | 17 | -2.3 | 2 | 9 | -2 | 2 |
| Cc1nnc(SCC(=O)NCc2ccc3c(c2)OCO3)s1 | -5 | 7 | 0.2 | -1 | -0.7 | 4 | -5 | -8 | -5 |
| C=CCNCC(=O)NN=C(c1ccccc1)c1ccccc1 | 1 | 4 | -0.1 | -6 | -0.1 | -2 | 7 | -1 | -4 |
| CCN(C(=O)c1ccc(S(C)(=O)=O)cc1)C12CC3CC(CC(C3)C1)C2 | 2 | 9 | 0.1 | 5 | 1.8 | -1 | -11 | -2 | 1 |
| O=C(O)CCC(=O)NNC(=O)COc1ccc(Cl)cc1Cl | 1 | -17 | 0.3 | 5 | 1.4 | -1 | -1 | 7 | -3 |
| CC(C)(C)NC(=O)COC(=O)c1ccccc1Nc1ccc(SC(F)F)cc1 | 1 | 4 | -0.1 | -1 | 1.1 | 3 | -2 | -4 | -1 |
| CCOC(=O)CCc1c(C)c2c(C)nn(-c3ccccc3)c2[nH]c1=O | 3 | 10 | -0.1 | 13 | 4.6 | 2 | 2 | -3 | 2 |
| CN(C)S(=O)(=O)c1cccc(NC(=O)CN(CCO)CC(=O)Nc2cccc(S(=O)(=O)N(C)C)c2)c1 | -2 | 3 | -3.1 | 0 | -1.0 | 2 | 12 | -1 | 9 |
| Cc1cc(C)c2nc(SCCc3ccccc3)nc(C)c2c1 | -2 | 5 | -0.1 | -5 | 1.4 | 1 | -1 | -3 | -1 |

Pulled by structure from the list above (two):
| mol | PP1 counter | EBNA-1 inh | Efflux pump mplx | PREPL inh | PP5 inh | CTSL1 counter | ZTA DNA inh | TPT1 inhibitor | HCV core dimer |
| --- | --- | --- | --- | --- | --- | --- | --- | --- | --- |
| Cc1cccc(N2CCN(c3ccc(N4C(=O)CCCC4=O)cc3[N+](=O)[O-])CC2C)c1 (centres undefined) | -2 | -8 | 0.4 | 7 | 2.5 | -2 | 2 | 4 | -6 |
| Cc1nnc(SCC(=O)NCc2ccc3c(c2)OCO3)s1 | -5 | 7 | 0.2 | -1 | -0.7 | 4 | -5 | -8 | -5 |

Not all compounds are listed, so the mix of outcomes need not match the whole.
